Fibroblast inh – blocks proliferation of human lung fibroblasts | LL 47 human lung fibroblast viability, ATP luminescence; hits give low values | viability, % at 10 µM | actives 1.1% (n = 85,000) | AID 719;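 active means viability at or below 50% in the single dose screen; inactive means viability above 50%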;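 further: compound exposure lasted 72 h before the ATP readout; 100% = median luminescence of untreated cell-only wells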
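material = human LL 47 lung fibroblast cells | dosing = compounds added from tenfold dosing solution, 0.1% DMSO final | timing = overnight cell rest, 72 h compound treatment at 37 °C | measured by = CellTiter-Glo luminescence measuring cellular ATP | evaluation = % viability versus median cells-only luminescence | control set = cell-only wells, no compound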
ERb SRC1 inh – ER-beta (human) coactivator binding inhibition | actives 1.3% (n = 86,000) | Q92731 | inhibition, % at 25.6 µM | TR-FRET ER-beta LBD / SRC1-Cy5 peptide binding; receptor agonist-loaded with 1 µM estradiol;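 active means compounds whose percent inhibition of the receptor-coactivator binding signal exceeds about 50% in the single-dose screen, limit read from the data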;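 further: 0% = receptor plus peptide wells without compound and 100% = peptide-only wells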
Target sequence (Q92731 whole entry, looked up, the tested form may be a part): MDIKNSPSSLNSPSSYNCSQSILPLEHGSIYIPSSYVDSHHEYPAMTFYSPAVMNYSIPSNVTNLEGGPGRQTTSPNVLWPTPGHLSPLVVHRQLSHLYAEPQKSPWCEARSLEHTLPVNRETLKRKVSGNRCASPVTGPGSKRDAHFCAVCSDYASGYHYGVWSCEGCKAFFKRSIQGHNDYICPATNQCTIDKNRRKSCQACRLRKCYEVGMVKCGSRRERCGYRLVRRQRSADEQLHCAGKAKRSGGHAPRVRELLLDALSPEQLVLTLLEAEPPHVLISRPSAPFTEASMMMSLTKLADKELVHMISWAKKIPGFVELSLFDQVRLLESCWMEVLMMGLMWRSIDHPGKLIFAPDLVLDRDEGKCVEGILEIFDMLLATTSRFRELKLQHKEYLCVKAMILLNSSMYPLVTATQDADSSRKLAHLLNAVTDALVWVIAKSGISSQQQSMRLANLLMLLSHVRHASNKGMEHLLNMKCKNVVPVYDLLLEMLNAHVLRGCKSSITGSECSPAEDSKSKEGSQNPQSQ
MT1-MMP txn act – activates MT1-MMP transcription; HT1080 MT1-MMP promoter luciferase reporter, luminescence, overnight; hits give high values; activation factor at 10 µM; actives 0.16% (n = 86,000);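 active means activation factor of at least 2 for MT1-MMP transcription at 10 µM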
HUVEC inhibit – human endothelial cell proliferation inhibition. HUVEC proliferation, CellTiter-Glo luminescence, 72 h; hits give low values. viability, % at 10 µM (by protocol). actives 1.1% (n = 86,000);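 active means viability at or below 30%; inactive means viability above 30%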;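 further: 100% = median luminescence of DMSO-only cell control wells on each plate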
Mac1 fbg enh – CD11b/CD18-fibrinogen binding enhancement. P05107+P11215. K562 CD11b/CD18 adhesion to fibrinogen, ATPlite luminescence. activation, % at 10 µM. actives 0.07% (n = 93,000). AID 1499;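 active means 10 µM primary screen giving 50% or more activity, confirmed by 40% or more on retest at that dose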; further: strong numbers were not always called active
Smad3 inh – blocks human Smad3 binding to FoxH1 peptide | inhibition, % at 25 µM | P84022 | actives 0.29% (n = 88,000) | TR-FRET Smad3/Dy647-FoxH1 peptide binding, europium anti-His;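 active means compounds that reduce the energy-transfer binding signal between the protein and its labelled peptide by more than half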;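 further: 0% = Smad3 plus labelled peptide maximal FRET and 100% = peptide-only background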
Target sequence (P84022 whole entry, looked up): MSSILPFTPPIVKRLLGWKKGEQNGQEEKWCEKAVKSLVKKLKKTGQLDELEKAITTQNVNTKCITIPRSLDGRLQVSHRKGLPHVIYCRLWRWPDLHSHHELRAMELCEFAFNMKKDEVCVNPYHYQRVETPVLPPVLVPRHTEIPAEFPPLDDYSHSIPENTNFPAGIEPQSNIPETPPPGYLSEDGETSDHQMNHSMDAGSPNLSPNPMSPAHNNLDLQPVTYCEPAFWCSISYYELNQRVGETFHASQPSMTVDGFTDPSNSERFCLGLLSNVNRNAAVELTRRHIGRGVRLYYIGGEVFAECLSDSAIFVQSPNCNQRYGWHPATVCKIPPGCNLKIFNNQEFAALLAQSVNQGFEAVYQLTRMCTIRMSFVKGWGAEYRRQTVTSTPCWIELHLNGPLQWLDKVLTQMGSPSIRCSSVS
H69AR growth 86K – growth inhibitors of human H69AR lung tumor cells | H69AR lung tumor viability, ATP luminescence, 72 h; hits give low values | actives 6% (n = 85,000) | AID 598 | viability, % at 10 µM;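 active means viability at or below 40%; inactive means viability above 40%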;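 further: multidrug resistant small cell line overexpressing MRP-1 efflux transporter; 100% = mean luminescence of untreated control wells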
ERa SRC1 inh – blocks coactivator binding to human estrogen receptor alpha; AID 629; actives 1.7% (n = 86,000); TR-FRET ER-alpha LBD / SRC-1 peptide, estradiol-bound; P03372; inhibition, % at 25.6 µM; in the data active means inhibition above about 50%;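 further: 0% = receptor plus peptide control and 100% = peptide only without receptor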
ERa SRC1 pot – enhances coactivator binding to human estrogen receptor alpha | TR-FRET ERalpha-LBD/SRC-Cy5 coactivator binding, 2 h; 100 = basal binding, no effect | coactivator binding (% of control), % at 25.6 µM | actives 1.3% (n = 86,000); in the data active means activity above about 200%;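 further: binding measured in presence of low estradiol as agonist stimulus; 0% = peptide alone without receptor and 100% = receptor with peptide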
* hit, by the source's call; . = no result given; [ ] = another dose, or the depositor's remark.

SMILES	Fibroblast inh	ERb SRC1 inh	MT1-MMP txn act	HUVEC inhibit	Mac1 fbg enh	Smad3 inh	H69AR growth 86K	ERa SRC1 inh	ERa SRC1 pot
COC(=O)CSc1nc2sc3c(c2c(=O)n1C1CCCCC1)CCN(C)C3	101.7	4.0	1.3	93.1	6.7	-1.7	85.1	9.8[fluorescence artefact?]	108.5[fluorescence artefact?]
N#Cc1nc(-c2ccccc2F)oc1NCCc1ccccn1	102.9	3.9[fluorescence artefact?]	1.1	109.6	-5.8	4.8	96.9	-5.8[fluorescence artefact?]	100.3
CCOc1ccc2nc(C)cc(C(=O)O)c2c1	100.2	-6.8	1.3	103.1	7.0	-2.0	104.6	0.1	110.2[fluorescence artefact?]
Cc1ccccc1/C(N)=N/OC(=O)/C=C/c1ccccc1	82.7	-1.3	1.5	92.9	-3.7	5.2	8.9*	-1.1	104.6
CC1CCc2c(sc3ncnc(N4CCN(S(=O)(=O)c5cccc6nonc56)CC4)c23)C1 (centres undefined)	83.6	2.0	1.2	77.9	.	7.5	83.6	-6.5	98.7[fluorescence artefact?]
O=C(NCc1cccnc1)Nc1cccc(NC(=O)NCc2cccnc2)c1	88.9	-2.1	1.2	83.5	-1.3	7.0	84.2	-7.1	96.8
CC(NS(C)(=O)=O)C(c1cccs1)N1CCN(Cc2ccccc2)CC1 (centres undefined)	103.2	7.6[fluorescence artefact?]	1.1	89.0	5.7	-6.1	90.5	-1.5	100.0
COCCCNC(=O)COc1ccc(Cl)c(C)c1	101.5	1.0	1.3	88.2	-4.7	18.0[fluorescence artefact?]	119.7	6.9[fluorescence artefact?]	78.4[fluorescence artefact?]
O=C1C2N=NN(CC(=O)N3N=C(c4cccc5ccccc45)CC3c3ccccc3)C2C(=O)N1c1ccccc1 (centres undefined)	94.4	-0.7	1.2	89.9	.	12.1	70.5	7.1[fluorescence artefact?]	102.3
C=CCn1c(SCC(=O)Nc2ccc(C(=O)OCC)cc2)nnc1-c1sc(N)nc1C	101.3	16.2	1	98.8	-0.4	-3.2	39.5*	12.3	96.2
COCc1cc(=O)n2c(-c3ccccc3OC)n[nH]c2n1	101.7	14.9	1.2	105.3	-2.3	1.6	82.6	2.1	72.9
Cc1ccc(-c2nc(N)n(C(=O)c3cccnc3)n2)cc1	90.9	5.7[fluorescence artefact?]	1.1	92.7	1.6	5.2	94.0	2.7	99.1

3 compounds from above, arranged by number of heavy atoms, rising:
SMILES	Fibroblast inh	ERb SRC1 inh	MT1-MMP txn act	HUVEC inhibit	Mac1 fbg enh	Smad3 inh	H69AR growth 86K	ERa SRC1 inh	ERa SRC1 pot
CCOc1ccc2nc(C)cc(C(=O)O)c2c1	100.2	-6.8	1.3	103.1	7.0	-2.0	104.6	0.1	110.2[fluorescence artefact?]
Cc1ccccc1/C(N)=N/OC(=O)/C=C/c1ccccc1	82.7	-1.3	1.5	92.9	-3.7	5.2	8.9*	-1.1	104.6
CC(NS(C)(=O)=O)C(c1cccs1)N1CCN(Cc2ccccc2)CC1 (centres undefined)	103.2	7.6[fluorescence artefact?]	1.1	89.0	5.7	-6.1	90.5	-1.5	100.0

(further entries)
SMILES	Fibroblast inh	ERb SRC1 inh	MT1-MMP txn act	HUVEC inhibit	Mac1 fbg enh	Smad3 inh	H69AR growth 86K	ERa SRC1 inh	ERa SRC1 pot
COc1ccc2c(c1)CCc1c(C(=O)Nc3c(C)n(C)n(-c4ccccc4)c3=O)noc1-2	112.9	-5.6	1	94.7	0.2	7.5	94.6	-0.5	112.2
Cc1cccc(C)c1NC(=O)c1ccc(-c2ccc(Cl)cc2Cl)o1	96.8	-3.1	1.1	81.3	-3.3	-0.7	91.2	5.0	109.0
CCOc1cccc(-c2nnc3sc(-c4ccco4)nn23)c1	96.9	2.0[fluorescence artefact?]	1.2	104.5	0.1	-13.6	77.3	1.7	243.8*
CSc1nc2nc(-c3ccccc3)cc(C(F)(F)F)n2n1	97.3	4.9	1	100.0	-2.1	-0.1	69.1	-16.2	89.0[fluorescence artefact?]
Cc1cccc(C)c1OCC(O)CNC(C)C (centres undefined)	92.0	-5.9	1	88.7	-3.2	-0.8	91.0	-10.9	93.5
CCN(C(=O)CSc1nnc(-c2ccccc2Cl)n1C1CCCC1)C1CCS(=O)(=O)C1 (centres undefined)	98.2	4.9[fluorescence artefact?]	1.3	98.3	-2.7	-9.2[fluorescence artefact?]	85.0	-1.9[fluorescence artefact?]	93.8[fluorescence artefact?]
OCCN(Cc1ccccc1)CC1CCCCC1	98.1	0.7	1.2	106.3	-0.5	2.1	100.6	8.5	88.6
CCNc1nc(NCC)nc(-n2nc(C)cc2C)n1	88.9	-1.9	1	101.9	-2.2	-3.4	4.7*	1.6	133.0
COc1cccc(-n2nnnc2SCC(=O)NCCc2ccccc2)c1	94.2	-2.4	1.1	93.4	-0.4	-0.6	95.8	-12.1	132.1
O=S(=O)(c1ccc(F)cc1)N1CCC(N2CCN(c3ccccc3)CC2)CC1	107.0	-6.2	1.1	113.0	.	-6.2	90.9	-7.4	108.6
O=c1c2c(nc3nc(CCc4ccccc4)[nH]n13)CCC2	103.2	-10.1[fluorescence artefact?]	1.1	91.4	-1.0	4.2	92.3	-16.2	97.0
COc1ccc(C=NC(CO)C(O)c2ccc([N+](=O)[O-])cc2)cc1 (centres undefined)	107.1	20.0[fluorescence artefact?]	1	97.4	-0.8	-9.6	97.3	11.8	84.1[fluorescence artefact?]
C=CCn1c(N)c(S(=O)(=O)c2cccs2)c2nc3ccccc3nc21	104.4	-4.2[fluorescence artefact?]	1.1	107.1	6.5	9.4	76.4	-1.0	100.6
Cc1ccc(C2C(C#N)=C(N)Oc3c2oc(CO)cc3=O)o1 (centres undefined)	103.3	14.4	1	104.9	0.7	-1.3	91.4	6.0	107.9
CCc1noc2c1/C(=N\O)CC(c1ccccc1)C2 (centres undefined)	110.7	-1.5	0.9	115.3	-2.2	-1.3	104.4	16.9[fluorescence artefact?]	88.3
COc1ccc(-c2cn(-c3ccc(C)cc3)c(=O)n2CC(=O)Nc2cccc(F)c2)cc1	92.2	1.1	1	83.4	5.0	-3.1	89.9	-5.3	100.0
O=C(Nc1nc2ccc(Cl)cc2s1)c1ccco1	100.2	-30.5	1.4	79.4	-1.4	15.7	79.0	3.4	100.5
O=C(c1ccco1)N1CCN=C1SCc1cccnc1	98.1	0.1	1.2	106.4	-2.2	5.4	95.6	-2.7	130.4
COC(=O)Cc1nnc(NC(=O)C(C)C)s1	100.4	-8.0	1.1	100.7	-3.4	-6.5	105.2	-2.0	99.0
CC(C)C[C@H](NS(=O)(=O)c1ccc(Br)cc1)C(=O)O	102.5	-9.0	1	98.2	0.1	-3.0	82.2	-2.5	104.3
COc1ccc(CCNC(=O)Cn2cnc3c(cnn3C(C)(C)C)c2=O)cc1OC	102.7	5.5	1.1	105.7	-1.9	6.2	97.8	5.1	94.0
CSc1nnnn1-c1ccc(C(=O)OCC(=O)N2CCOCC2)cc1	105.4	4.8	1	89.5	-3.5	-8.9	102.5	-0.8	114.9
COc1ccc(CNc2ccccc2SC)cc1OC	102.8	0.3	1.3	87.9	-1.8	11.4	90.3	-19.0	84.9[fluorescence artefact?]
CCCOc1ccc(C2c3c(oc4cc(C)c(C)cc4c3=O)C(=O)N2CCCN(C)C)cc1 (centres undefined)	92.4	-6.3	1.1	100.3	0.2	2.5	98.6	-0.5	137.2
Cc1cccc(N2CCN(C3=NC(=O)C(=C4CCCCC4)S3)CC2)c1	86.5	-3.6	1.2	93.8	-3.3	2.1	98.5	-4.8	105.7
CCCCCn1c(SCC(=O)OCC)nc2cc(C(=O)NCc3ccco3)ccc2c1=O	101.7	25.6	1.1	62.1	-1.3	24.3	74.9	13.6	134.4
COc1cc(/C=N/Nc2snc(SC)c2C#N)cc(OC)c1OC	71.3	14.6[fluorescence artefact?]	1.4	60.0	.	5.7	24.5*	38.5	26.9
Cc1c(Cl)cnc(NC(=O)COC(=O)CCS(=O)(=O)c2ccccc2)c1Cl	97.7	26.5	1.2	93.0	10.3	7.6[fluorescence artefact?]	81.6	9.2	81.1[fluorescence artefact?]
O=C(NCc1ccccn1)Nc1ccc(F)cc1	99.8	0.8	.	94.6	-1.9	4.4	108.0	4.8	96.7
Cc1noc(C)c1C(=O)Nc1sc2c(c1C(N)=O)CCCCC2	99.9	-5.2	1.2	101.0	-8.2	7.3	100.5	-11.6	95.9
CCOC(=O)Cn1nc(-c2ccccc2)nc1-c1ccccc1	101.1	-6.3	1.2	96.5	1.0	4.7	90.0	-6.3	125.3
O=C(c1cccs1)N1CCOCC1	104.2	-3.4	1.1	94.0	-2.2	-13.6	101.0	-4.0	139.4
Cc1ccc(NC(=S)NNC(=O)C2CC2c2ccc(C)cc2)cc1 (centres undefined)	89.0	-5.3	1.2	91.2	.	-0.6	90.2	-5.4	88.8
CCCCNC(=O)c1ccc(NS(=O)(=O)c2ccccc2)cc1	95.5	5.0	0.9	91.8	3.9	-2.9	101.6	-3.6	125.7
Cc1nn(-c2ccccc2)c2nc(-c3ccco3)cc(C(=O)O)c12	102.7	41.0	1	89.9	-3.2	8.0	79.5	40.1	51.8
CC(C)Oc1ccc(NC(=O)c2ccncc2)cc1	107.5	-2.4	1.1	102.2	-0.9	6.3	104.9	-4.6[fluorescence artefact?]	102.7
Nc1nnc(CCS(=O)(=O)c2ccc(Cl)cc2)s1	97.8	-2.7	1.1	103.5	1.5	2.2	98.8	1.3	92.4
Cc1ccc(NC(=O)CSc2nccn2Cc2ccccc2)cc1C	103.0	3.5[fluorescence artefact?]	1.3	116.1	1.3	-16.0	96.8	1.2	95.6
Cc1ccc(-n2cccc2/C=N/n2cnnc2)cc1Cl	94.1	4.9	1	98.0	-2.2	-0.9	66.9	-10.7[fluorescence artefact?]	90.8
Cc1ccc(S(=O)(=O)/N=c2\sccn2C)cc1	102.1	-2.5	1.2	101.8	.	-18.4	84.6	-8.3	101.7
CC(C)N=C(NC#N)SCc1ccc(F)cc1	100.2	23.9	1.1	96.0	2.9	10.5	106.3	-2.8	105.7
CCOc1ccc(N=c2scc(-c3ccccc3)n2CCO)cc1	98.6	3.2[fluorescence artefact?]	1.3	81.8	0.5	-4.5	70.5	16.9[fluorescence artefact?]	117.9[fluorescence artefact?]
CCCOC1CCCN(C(=O)c2cc(Cl)c(Cl)cc2C(=O)O)C1 (centres undefined)	94.7	-24.2[fluorescence artefact?]	1	98.8	-0.6	0.0	88.6	-25.0	99.9
CCOc1ccc(N2CC(C(=O)Nc3ccccc3OC)CC2=O)cc1 (centres undefined)	101.2	-12.7	1.1	99.7	.	-1.8	97.7	-10.5	110.7
COC(=O)c1ccccc1NC(=O)CN1C(=O)c2ccccc2S1(=O)=O	102.6	-1.1	1.3	88.5	-3.7	-1.9	88.2	1.2	97.8
CC(C)(C)c1ccccc1OCCCCCNCCO	78.6	-6.8	1	90.7	3.3	8.3	10.9*	-0.7	99.4
Cc1ccc(S(=O)(=O)N2CCOCC2)cc1C(=O)Nc1nc(-c2cccnc2)cs1	104.1	0.4	1.2	99.1	5.0	-0.3	68.9	-6.5	104.7
CCCOc1ccc(CC(=O)NCC2(c3ccccc3)CCOCC2)cc1OC	91.6	-13.4	1.1	98.5	.	-7.7	58.5	-8.6	104.9
COc1cccc(CNC(=O)CN(c2cc(C)cc(C)c2)S(=O)(=O)c2c(C)noc2C)c1	92.4	-3.4	1.1	104.1	-3.3	-3.2	93.6	-0.2	124.8
Cc1cc(OCn2ccc(C(=O)O)n2)ccc1Cl	100.8	4.4[fluorescence artefact?]	1	105.8	-3.1	-23.9	87.9	3.9	91.4

High-throughput results: PubChem BioAssay, several laboratories

Only part of the results is shown (hit frequency here may not be typical).
